# inhibitors of VEEV: inhibitors of VEEV TC-83 cytopathic effect, confirmation, Vero cells (AID 588727); Vero cells, VEEV TC-83 cytopathic effect inhibition; higher % means a stronger effect; inhibition, % at 20 µM; hits with a dose series show IC50 in µM; hit rate 0.13% among 350,000; in the data active = a potency from the dose series; inconclusive = inhibition mostly from about 14% at the one dose, without a potency; inactive = the rest, 99 in 100 with inhibition below about 12%; also: strong numbers were not always called active
# M. tuberculosis: growth inhibition of non-replicating M. tuberculosis (AID 488890) | Mycobacterium tuberculosis non-replicating, growth inhibition; higher % means a stronger effect | inhibition, % at 25 µM; hits with a dose series show IC50 in µM | hit rate 0.39% among 320,000; in the data active = a potency from the dose series; inconclusive = inhibition mostly from about 82% at the one dose, without a potency; inactive = the rest, 99 in 100 with inhibition below about 76%;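 also: plate controls were DMSO cells for no effect and high antibiotic wells for full effect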
# Salmonella PhoP GFP: PhoP regulon inhibitors, Salmonella typhi PhoP promoter GFP reporter, confirmatory (AID 1850) | hit rate 0.33% among 310,000 | one-dose inhibition, % at 50 µM; IC50 in µM for titrated hits | Salmonella Typhi PhoP-promoter GFP reporter, fluorescence, 4 h; higher % means a stronger effect; in the data active = a potency from the dose series; inconclusive = inhibition mostly from about 25% at the one dose, without a potency; inactive = the rest, 99 in 100 with inhibition below about 19%;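 also: 0% = induced wells with vehicle and 100% = uninduced wells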
# influenza NS1A: NS1A inhibition, H1N1 influenza, cell based functional assay (AID 504329); NS1A functional cell-based assay, percent inhibition; higher % means a stronger effect; inhibition, % at 12.5 µM, or IC50 in µM where a hit was titrated; hit rate 0.3% among 340,000; in the data active = a potency from the dose series; inconclusive = inhibition above about 27% without an active follow-up result; also: strong numbers were not always called active
# H37Rv inhibition: M. tuberculosis growth inhibition, HTS (AID 449762); M. tuberculosis H37Rv growth inhibition, 7H9 media; higher % means a stronger effect; inhibition, % at 25 µM, or IC50 in µM where a hit was titrated; hit rate 0.59% among 330,000; in the data active = a potency from the dose series; inconclusive = inhibition above about 70% without an active follow-up result;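 also: bacterial growth assessed after seven days of incubation; strong numbers were not always called active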
# inhibitors of VEEV 10K pilot screen: also measured in inhibitors of VEEV; calls as there; inhibition, %; measured here: 10K pilot screen inhibition
# * hit, by the source's call; i = inactive; ? = inconclusive; / = not tested or not shown.
SMILES,inhibitors of VEEV,M. tuberculosis,Salmonella PhoP GFP,influenza NS1A,H37Rv inhibition,others
COCCCn1c(=O)/c(=C\c2cccc(OC)c2OC)s/c1=C(/C#N)C(=O)Nc1ccc(C(=O)O)cc1,9.7%,43%,-25%,-1%,47%,
O=C(C1CC(=O)N(c2ccc3c(c2)OCCO3)C1)N1CCN(Cc2ccccc2)CC1 (stereo not drawn),4.1%,8%,/,-14%,-5%,
O=C(NC1CCOc2ccccc21)c1ccc(=O)[nH]c1 (stereo not drawn),0.8%,-20%,6%,-6%,5%,
CC(=O)C1=C(C)N(Cc2ccccc2)C(=O)N[C@H]1c1cccs1,3.3%,31%,1%,-4%,-6%,inhibitors of VEEV 10K pilot screen=0.6
Fc1cccc(/C=N/n2c(C3CCCCC3)n[nH]c2=S)c1,1.7%,-14%,-4%,-9%,0%,
Cn1cnc([N+](=O)[O-])c1Sc1ccc(C(C)(C)C)cc1,5.4%,29%,7%,/,10%,
COc1cccc(NC(=O)c2cc(-c3ccncc3)nc3c(C)cc(C)cc23)c1,9.8%,22%,2%,0%,56%,
CN(C(=S)NC(=O)c1ccccc1Br)C1CCCCC1,0.9%,33%,-3%,9%,68%,
COc1ccc(-c2nnn(CC(=O)N(Cc3ccco3)C(C(=O)NCC3CCCO3)c3ccco3)n2)cc1 (stereo not drawn),1.3%,48%,-5%,-10%,5%,
CCCc1cn(S(=O)(=O)c2ccc(OC)cc2OC)nc1N,0.5%,9%,0%,28%,3%,
COc1cc2c(cc1OC)CC(=O)N(C)CC2,0.0%,2%,6%,-8%,-8%,
Cc1ccccc1NC(=O)Cc1nc(-c2c[nH]c(C(=O)N3CCCC3)c2)cs1,7.4%,22%,/,-4%,-9%,
O=C(CN1C(=O)NC2NC(=O)NC21)N/N=C/c1ccc(F)cc1 (stereo not drawn),3.3%,1%,-4%,-4%,-3%,
COc1ccccc1CC(=O)Nc1ccc2nc(C)sc2c1,i,32%,-7%,1%,-9%,
CCOC(=O)N1CCN(c2c(NCCCOC(C)C)c(=O)c2=O)CC1,i,/,-4%,-4%,-2%,
Cc1cccc(Oc2cnn(C(C)(C)C)c(=O)c2Cl)c1,i,21%,-9%,-1%,10%,
OC1(Cc2ccccc2)CCNCC1,1.4%,2%,-6%,/,-2%,
Cc1cccc(N(CC(=O)NC2CCCCC2)C(=O)CCC(=O)Nc2nccs2)c1,0.5%,1%,7%,-10%,-2%,
CC1CCN(C(=O)Cn2cc(S(=O)(=O)CC(=O)N3CCOCC3)c3ccccc32)CC1,2.0%,-13%,-3%,-10%,-6%,
COC(=O)c1ccc2c(c1)C(=O)/C(=C/c1ccc(C)cc1)O2,1.3%,43%,-5%,1%,-4%,
COc1cc([N+](=O)[O-])cc(/C=N/NC(=O)c2ccc(C)nc2)c1O,6.2%,-18%,19%,5.5µM*,-5%,
O=S(=O)(Nc1ccncc1Cl)c1cccc(Cl)c1Cl,2.7%,28%,5%,-22%,-1%,
N#C/C(=C/c1ccc(-c2ccccc2[N+](=O)[O-])o1)C(=O)NCCN1CCCCC1,1.1%,9%,5%,6%,8%,
CCCCCC(O)CCCC(=O)O (stereo not drawn),1.4%,/,/,6%,/,
COCCNC(=O)C(OC(=O)c1nsc(Cl)c1Cl)C(C)C (stereo not drawn),1.1%,-4%,2%,6%,-5%,
O=S(=O)(c1ccccc1)c1nc(-c2ccccc2Cl)oc1NCCCN1CCOCC1,10%,17%,/,9%,-2%,
COc1ccc(C(C)=O)cc1COC(=O)c1cc(C)oc1C,1.2%,25%,-8%,-2%,-1%,
COc1ccccc1N(CN1CCCC1=O)C(=O)COc1ccccc1,2.6%,1%,9%,-5%,2%,
CC(=O)n1cc([C@@H]2C=C(C(=O)N3CCN(Cc4ccc5c(c4)OCO5)CC3)O[C@H](OCCCCO)C2)c2ccccc21,6.0%,36%,-5%,5%,24%,
O=C(Nc1ccc(N2CCCC2)c(Cl)c1)c1cccnc1,9.4%,30%,-14%,-17%,39%,
CCOc1ccc(NS(=O)(=O)c2ccc(OCC(=O)NCCCOC)cc2)cc1,2.9%,0%,-2%,-13%,9%,
Cc1nnc(SCC(=O)Nc2ccccc2C(=O)NC2CC2)s1,0.8%,-19%,5%,-4%,-6%,
CCCCNS(=O)(=O)c1ccc2nc(SCC(=O)c3ccccc3OC)[nH]c2c1,2.8%,15%,2%,-5%,-9%,
CCN1C(=NCCc2ccccn2)N[C@@H](c2cccc(C(F)(F)F)c2)C(C(=O)OC)=C1C,i,71%,/,-5%,4%,
O=C(Oc1c(CN2CCOCC2)cc(Cl)c2cccnc12)c1ccccc1F,9.4%,?,-5%,15%,?,
Cc1ccc(S(=O)(=O)N2CCCOC2CNC(=O)C(=O)NCCN2CCOCC2)cc1 (stereo not drawn),i,3%,-3%,22%,-5%,
Cn1c(=O)c2c(nc(OCCc3ccccc3)n2C)n(C)c1=O,0.2%,-6%,-14%,17%,4%,
FC(F)(F)c1cccc(-c2noc(CN3CCOCC3)n2)c1,2.5%,-13%,-6%,8%,-11%,
O=C(c1cccc2c1C(=O)N(Cc1cccnc1)C2)N1CCN(c2ccccc2)CC1,0.7%,-12%,9%,6%,-4%,
O=C(O)Cn1ccc2cc(S(=O)(=O)N3CCCCCC3)ccc21,1.9%,-9%,2%,-3%,3%,

# Pulled one by one from the entries so far:
SMILES,inhibitors of VEEV,M. tuberculosis,Salmonella PhoP GFP,influenza NS1A,H37Rv inhibition,others
O=C(Oc1c(CN2CCOCC2)cc(Cl)c2cccnc12)c1ccccc1F,9.4%,?,-5%,15%,?,
Cc1nnc(SCC(=O)Nc2ccccc2C(=O)NC2CC2)s1,0.8%,-19%,5%,-4%,-6%,
Cc1ccc(S(=O)(=O)N2CCCOC2CNC(=O)C(=O)NCCN2CCOCC2)cc1 (stereo not drawn),i,3%,-3%,22%,-5%,
Cn1c(=O)c2c(nc(OCCc3ccccc3)n2C)n(C)c1=O,0.2%,-6%,-14%,17%,4%,

# Continuation.
SMILES,inhibitors of VEEV,M. tuberculosis,Salmonella PhoP GFP,influenza NS1A,H37Rv inhibition,others
CCN(c1ccccc1)S(=O)(=O)c1ccc(C(=O)Nc2nnc(C3CC3)o2)cc1,12%,?,-1%,-18%,?,
COCCN1CCC(CNCc2c(C(=O)N3CCCCC3)nc3c(C)cccn23)C1 (stereo not drawn),i,29%,7%,2%,0%,
CCOC(CNC(=O)c1ccc2c(c1)ncn2-c1cccc(F)c1)OCC,1.8%,-17%,-2%,-8%,7%,
Cc1c(Cl)c([N+](=O)[O-])nn1CC(=O)NC(C)c1ccccc1 (stereo not drawn),0.1%,-3%,-4%,-8%,13%,
CCOc1ccc(C(C)NC(=O)CN2C(=O)NC3(CCCCC3)C2=O)cc1OCC (stereo not drawn),2.8%,-15%,/,-5%,2%,
COc1ccc2nc(NC(=O)c3cc(C)oc3C)sc2c1,6.0%,4%,-2%,5%,6%,
CCOc1ccc(C(=O)NCC(=O)NCC(c2ccc(OC)cc2)N2CCOCC2)cc1OCC (stereo not drawn),1.4%,2%,2%,-7%,-1%,
COC(=O)/C=C/CSC1=N/C(=C/c2ccc(-n3cncn3)cc2)C(=O)N1,2.5%,/,-12%,3%,-1%,inhibitors of VEEV 10K pilot screen=1.2
CCC(Cc1ccccc1)NS(=O)(=O)c1csc(C(N)=O)c1 (stereo not drawn),1.7%,14%,-39%,7%,0%,
CC1C(=O)NN=C1C(=O)N/N=C/c1ccco1 (stereo not drawn),0.7%,1%,1%,-2%,-1%,
C#CCOCCOCCOCCNc1nc(N2CCN(C(=O)[C@H](CCCCN)n3cc([C@@H](N)C(C)CC)nn3)CC2)nc(N2CCN(C(=O)[C@H](Cc3ccc(O)cc3)n3cc([C@@H](N)C(C)CC)nn3)CC2)n1 (stereo partly drawn),i,72%,13%,1%,?,
O=C(OCC(=O)N1CCC(Cc2ccccc2)CC1)c1cncc(Br)c1,1.4%,?,/,-2%,?,
COC(=O)Nc1sccc1C(=O)Nc1sccc1C(=O)OC,i,-1%,6%,6%,-2%,
COCCn1c(SCC(=O)c2c(N)n(C)c(=O)n(C)c2=O)nc2ccccc21,0.3%,1%,-1%,2%,10%,
CC(C)(C)c1csc(SCC(=O)Nc2ccc(Cl)cn2)n1,1.2%,?,5%,-8%,2%,
O=C(Cn1[nH]c(=O)c2ccccc2c1=O)OCC(=O)c1ccccc1Cl,0.8%,-7%,-4%,4%,-3%,
O=C(N/N=C/c1c(Cl)[nH]c2ccccc12)c1ccc2c(c1)OCCO2,11%,5%,9%,/,4%,
COc1ccc2c(c1)N(C[C@H](C)CN(C)C)c1ccccc1S2,1.2%,/,/,11%,/,
Cc1nn(-c2ccccc2)c(OC(=O)c2cccs2)c1S(=O)(=O)c1ccccc1,0.8%,42%,-2%,0%,13%,
Cc1ccc(NC(=S)NN2CCOCC2)c(C)c1,2.0%,-1%,-22%,7%,-3%,
Cc1nc(SCC(=O)NC2CCCC2)[nH]c(=O)c1C,i,55%,-2%,5%,?,
CCCC(=O)N(Cc1cccnc1)c1nc2c(OC)ccc(Cl)c2s1,i,-13%,3%,-3%,4%,
O=C(Cc1ccccc1)Nc1ccc2[nH]ncc2c1,1.2%,-7%,-1%,0%,-4%,
COc1ccc(NC(=O)CN(C)S(=O)(=O)c2ccc3c(c2)CC(C)N3C(C)=O)cc1OC (stereo not drawn),4.3%,-13%,-7%,1%,-12%,
CC(=O)c1ccccc1OCCOCCOc1ccccc1C(C)=O,i,4%,0%,0%,6%,
Cc1ccn2c(NC3CCCC3)c(-c3ccncc3)nc2c1,0.3%,7%,4%,-10%,-14%,
Cc1ccc(S(=O)(=O)/N=C(/Nc2ccccn2)c2ccc(Cl)cc2)cc1,9.4%,13%,2%,-22%,-4%,
COc1ccc(C=O)cc1Cn1ccnc1C,1.9%,3%,-2%,-8%,-6%,
O=C(COC(=O)Cc1ccc([N+](=O)[O-])cc1)NC1CCCCCC1,0.4%,66%,/,-3%,14%,
COc1ccc(NC(=O)NCCN2CCCCC2)cc1,i,-1%,-3%,-2%,-1%,
COCCn1nnnc1C(CC(C)C)N1CCN(c2nc3ccccc3s2)CC1 (stereo not drawn),2.3%,8%,-2%,-7%,37%,
CC(C)n1nnnc1SCC(=O)Nc1ccc2c(c1)OCCO2,/,-3%,20%,/,-6%,
Cn1c(N2CCCC2)nc2c1c(=O)n(Cc1cccc(F)c1)c(=O)n2C,i,9%,2%,1%,0%,
Cc1nc2c(C)cccn2c(=O)c1NC(=O)c1ccco1,0.5%,-12%,1%,-9%,-3%,
COc1ccc(-c2n[nH]c(=S)n2-c2ccc(Br)cc2)cc1OC,0.6%,-16%,-5%,5%,4%,
Cc1ccccc1S(=O)(=O)Cc1ccc(C(=O)NC2CCC(C)CC2)o1 (stereo not drawn),0.8%,-8%,3%,-1%,-5%,
OCCNc1nc(N2CCCCC2)nc2ccccc12,i,-9%,4%,-9%,-3%,
COc1cccc(NC(=O)COc2nc3ccccc3nc2C)c1,0.1%,9%,-2%,-1%,4%,
COc1ccc(/C=N/NC(=O)CN2CCSCC2)cc1C,0.5%,4%,3%,1%,2%,
Cc1ccnc2nc(C(=O)OCC(=O)NCc3cccc(Cl)c3)nn12,1.9%,-13%,/,-1%,1%,

# Reprinted from the part before: four compounds, followed by the next part.
SMILES,inhibitors of VEEV,M. tuberculosis,Salmonella PhoP GFP,influenza NS1A,H37Rv inhibition,others
OCCNc1nc(N2CCCCC2)nc2ccccc12,i,-9%,4%,-9%,-3%,
COc1cccc(NC(=O)COc2nc3ccccc3nc2C)c1,0.1%,9%,-2%,-1%,4%,
COc1ccc(/C=N/NC(=O)CN2CCSCC2)cc1C,0.5%,4%,3%,1%,2%,
Cc1ccnc2nc(C(=O)OCC(=O)NCc3cccc(Cl)c3)nn12,1.9%,-13%,/,-1%,1%,
C(=C\c1ccccc1)/C=N/Nc1nc2ccccc2s1,0.9%,11%,-5%,-12%,>100µM*,
NC(=O)C1(N2CCCCC2)CCN(CC(=O)Nc2ccccc2Sc2ccccc2)CC1,2.7%,8%,-5%,-5%,33%,
COc1ccc(-c2nnc(SCC(=O)NC3CCCCC3)o2)cc1OC,2.1%,71%,-3%,8%,-2%,
CC(C)OC(=O)Cc1ccccc1,0.3%,-12%,/,-17%,-8%,
C/C(=N\Nc1ccc(S(=O)(=O)Nc2ccc(Cl)cc2)cc1[N+](=O)[O-])c1ccc(N2CCOCC2)cc1,0.9%,8%,-3%,17%,8%,inhibitors of VEEV 10K pilot screen=0.0
O=C(CBr)c1ccc([N+](=O)[O-])c(CS(=O)(=O)c2ccc(Cl)cc2)c1,i,-2%,-11%,-17%,-1%,
